# Dynein transport – blocks dynein driven cargo transport along microtubules. 3617.4 mouse cells, GR-EGFP nuclear translocation imaging; test concentration mostly 20 µM; stimulated with dexamethasone, 1 µM; hits give low values. 220,000 tested, 0.47% active. z-score, hits read low;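 active means plate z-score of nuclear minus cytoplasmic receptor signal below a set negative limit, without overly bright fluorescence or cell loss, cut at about -3.5 in these data, passing the limit was not always enough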;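 further: z-score of nuclear minus cytoplasmic ring GR-EGFP intensity difference per well; some compounds called inactive have numbers as strong as hits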
#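 Also added – dexamethasone, 1.0 µM final · Buffer or medium – tet-free, stripped-serum medium · Schedule – induction 48 h, compound 1 h, agonist 30 min · Detection – formaldehyde fixation, Hoechst nuclear stain, 10x automated fluorescence imaging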
# Myeloid diff 2 – promotes myeloid progenitor differentiation; calls only at 10 µM; 360,000 tested, 1% active; ER-HoxA9 myeloid progenitors, lysozyme-GFP differentiation, flow cytometry; AID 624256;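 active means normalized GFP-positive differentiation at or above the plate's own cutoff, the solvent-only control mean plus 3 SD; inconclusive means no clear call, values can overlap the other calls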;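 further: cells exposed to compound for four days before flow analysis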
# T cell HTS – T cell immune modulators affecting CD8 T cell-vesicle binding; 2C CD8+ T cell-vesicle binding, flow cytometry; hits give low values; calls only at 7 µM; 330,000 tested, 0.068% active;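 active means response, share of CD8 T cells binding vesicles, and their 90th percentile fluorescence all below set limits, cut at about 80% in these data, passing the limit was not always enough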
#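 Incubation: binding step 1.5 h, 37 °C, antibody labelling 20 min, ice; system: murine 2C transgenic CD8+ T lymphocytes; technique: cytometric PE anti-B7-1 and Alexa647 anti-CD8 signals after 1% paraformaldehyde fixation; also added: QL9-charged Drosophila Ld/ICAM-1/B7-1 vesicles; control set: naked versus QL9-loaded vesicles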
# Ins promoter up – MIN6 insulin promoter up-regulation. MIN6 insulin promoter-GFP reporter, high-content imaging; hits give high values. z-score at 5 µM. 190,000 tested, 0.3% active. AID 1625;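 active means z-score above 3 at 5 µM with at least 500 cells counted in the well; inconclusive means wells under 500 cells, flagged as cytotoxic or low count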
# Lipid droplet – modulators of hepatic lipid droplet formation. AID 1656. AML12 mouse hepatocytes, oleate lipid droplets, BODIPY imaging. inhibition, % at 6.5 µM. 240,000 tested, 0.4% active;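 active means lipid droplet intensity inhibited by at least 50%, with more than 500 cells counted; inconclusive means wells with under 300 cells, treated as cytotoxic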
#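 Material – AML12 mouse liver cells · Also added – oleate loading, 100 µM · Compound dosing – 6.5 µM single-point dosing · Times – overnight treatment with compound plus oleate · Measured by – fluorescence imaging, 20x objective, two fields per well · Read-out – percent inhibition of filter-corrected integrated lipid droplet intensity per well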
# MT stabilize HCS – stabilizes microtubules in HeLa cells | HeLa tubulin immunostaining HCS, 24 h; share of cells brighter than vehicle mean+2SD | % tubulin-high responders, % at 10 µM | 200,000 tested, 0.83% active;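 active means plate Z-score above 3 for both tubulin-high and condensed-nucleus cell shares, with cell loss under 80%, at 10 µM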;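 further: anti alpha tubulin signal scored within the nucleus-defined area of each cell; some results filed as inactive read as strong as hits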
# human PMI inhibition – MPI enzyme activity inhibition – biochemical, fluorescence intensity, coupled assay, primary screen (AID 1209) | purified PMI enzyme, coupled fluorescence intensity; higher % means a stronger effect | inhibition, % at 20 µM; hits with a dose series show IC50 in µM | 190,000 tested, 0.42% active; in the data active means inhibition above about 50%;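 further: plate controls were DMSO vehicle for no effect and wells lacking substrate for full effect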
# b-catenin transl – beta-catenin nuclear translocation modulation; HeLa beta-catenin nuclear translocation, immunofluorescence imaging; nuclear translocation activity, % at 5 µM; 190,000 tested, 0.3% active;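 active means nuclear translocation activity above 50% at 5 µM, with a well cell count of 50 or more; inconclusive means wells under 50 cells across six images, flagged as toxic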;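 further: per-cell ratio of nuclear to cytoplasmic median beta-catenin stain intensity; plate controls were DMSO negative control for no effect and GSK-3 inhibitor IX positive control for full effect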
#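 Test system: HeLa cells, endogenous beta-catenin; Compound: single 5 µM dose plus 0.02–20 µM confirmation series; Times: compound exposure 24 h at 37°C; Signal: fluorescence imaging of beta-catenin antibody stain plus DAPI; Read-out: % activation, nuclear-to-cytoplasmic median beta-catenin signal ratio per cell.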
# TNAP activation fold – human TNAP enzyme activators, primary screen, biochemical, luminescent, no phosphate acceptor, uHTS (AID 1001); purified TNAP, luminescent activation assay, no phosphate acceptor; higher activation fold means a stronger effect; activation fold at 20 µM, or EC50 in µM where a hit was titrated; 200,000 tested, 0.03% active; in the data active means activation fold from about 3, or a potency from the dose series; inactive means the rest, 99 in 100 with activation fold below about 1.6; further: many of its hits are not listed in these tables
# Dynein transport cytoplasmic EGFP – recorded beside Dynein transport, whose call it bears; z-score; measured here: cytoplasmic GR-EGFP intensity; hits give high values
# Dynein transport nuclear GR-EGFP – further read-out of Dynein transport, marked with its call; z-score; measured here: nuclear GR-EGFP intensity;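 lower value marks the stronger effect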
# Dynein transport cell count – further read-out of Dynein transport, marked with its call; z-score; measured here: cell count per field
# Ins promoter up cell count – recorded beside Ins promoter up, whose call it bears; cell count; measured here: cytotoxicity, nuclei count;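 total cells summed across four imaged fields per well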
# Lipid droplet cells 6.5 µM – further read-out of Lipid droplet, marked with its call; cell count; measured here: cell count, cytotoxicity flag;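 cells counted across two imaged fields per well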
# b-catenin transl cell count 5 µM – second read-out of b-catenin transl, no call of its own (marks repeat the call); cell count; measured here: cell count, cytotoxicity flag
# T cell HTS vesicle-bound % – recorded beside T cell HTS, whose call it bears; double positive events, %; measured here: CD8+ vesicle-bound cell fraction;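 binding gate set so that unloaded-vesicle control wells show 10% double positive cells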
# MT stabilize HCS Hoechst-high % – second read-out of MT stabilize HCS, no call of its own (marks repeat the call); % Hoechst-high responders; measured here: nuclear condensation Hoechst responders;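 share of cells brighter than vehicle mean plus two SD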
# MT stabilize HCS cytotoxicity % – further read-out of MT stabilize HCS, marked with its call; toxicity, %; measured here: cytotoxicity by cell density;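 0% = mean cell density of plate MIN control wells and 100% = no cells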
# Myeloid diff 2 GFP+ MAC1+ % – also measured in Myeloid diff 2; calls as there; GFP+ MAC1+ double positive, %; measured here: differentiation confirmed by MAC1 staining
# Active calls of the source: *; i = inactive; ? = inconclusive; / = not tested or not shown.
# Start of the data: the first 2 entries as a preview:
SMILES,Dynein transport,Dynein transport cytoplasmic EGFP,Dynein transport nuclear GR-EGFP,Dynein transport cell count,Myeloid diff 2,Myeloid diff 2 GFP+ MAC1+ %,T cell HTS,T cell HTS vesicle-bound %,Ins promoter up,Ins promoter up cell count,Lipid droplet,Lipid droplet cells 6.5 µM,MT stabilize HCS,MT stabilize HCS Hoechst-high %,MT stabilize HCS cytotoxicity %,human PMI inhibition,b-catenin transl,b-catenin transl cell count 5 µM,TNAP activation fold
CN(C)c1cc[n+](CC(=O)c2ccc(OC(F)F)cc2)cc1,0.27,-0.68,-0.17,-0.38,i,0.6,i,51,0.2,873,3,717,/,/,/,/,0.2,1345,/
CC(NC(=O)Cn1c(NCCO)nc2ccccc21)c1ccccc1 (stereo not drawn),-0.83,-0.23,-0.61,0.31,i,0.5,i,36,/,/,20,795,3.0,2.2,7.8,1%,/,/,1.2

# Main list, from the start:
SMILES,Dynein transport,Dynein transport cytoplasmic EGFP,Dynein transport nuclear GR-EGFP,Dynein transport cell count,Myeloid diff 2,Myeloid diff 2 GFP+ MAC1+ %,T cell HTS,T cell HTS vesicle-bound %,Ins promoter up,Ins promoter up cell count,Lipid droplet,Lipid droplet cells 6.5 µM,MT stabilize HCS,MT stabilize HCS Hoechst-high %,MT stabilize HCS cytotoxicity %,human PMI inhibition,b-catenin transl,b-catenin transl cell count 5 µM,TNAP activation fold
CN(C)c1cc[n+](CC(=O)c2ccc(OC(F)F)cc2)cc1,0.27,-0.68,-0.17,-0.38,i,0.6,i,51,0.2,873,3,717,/,/,/,/,0.2,1345,/
CC(NC(=O)Cn1c(NCCO)nc2ccccc21)c1ccccc1 (stereo not drawn),-0.83,-0.23,-0.61,0.31,i,0.5,i,36,/,/,20,795,3.0,2.2,7.8,1%,/,/,1.2
S=c1[nH]nc(CN2CCCCC2)n1-c1ccc(Cl)cc1,0.64,0.037,-0.0065,-0.91,i,0.2,i,50,0.26,1200,11,680,5.0,1.4,9.0,19%,0.5,1056,0.8
CCCCCCn1c(=O)[nH]c2nc3cc(N)c(C)cc3nc2c1=O,-0.18,2.1,-0.046,0.093,i,1.2,/,/,2.3,1086,-6,612,2.2,3.6,3.8,35%,-0.8,490,1.1
CCOc1ccc(N(CC(=O)NC2CCCCCC2)S(=O)(=O)c2c(C)[nH]c(=O)[nH]c2=O)cc1,-0.59,-0.16,-0.28,0.13,i,1.6,i,20,-0.75,1891,27,676,5.1,1.4,6.8,8%,-0.7,1129,1.1
O=C(CN1C(=O)C2CC=CCC2C1=O)Nc1ccc(S(=O)(=O)NC2=NCCCCC2)cc1 (stereo not drawn),-0.055,-0.21,0.29,-0.092,i,1.4,i,21,0.35,1499,/,/,1.8,2.2,6.3,6%,2.8,1472,1.1
CC(=O)Oc1ccc2c(C)c(CC(C)O)c(=O)oc2c1 (stereo not drawn),-0.56,-0.12,0.052,0.29,i,0.4,i,50,-0.32,1182,/,/,6.2,3.5,16,-7%,2.7,1134,1
CN(c1ccc(C(=O)O)cc1)S(=O)(=O)c1ccccc1,-1.4,-0.18,-0.5,0.3,i,1.0,i,19,/,/,/,/,2.6,2.0,6.2,-2%,-1.1,891,1.1
CCOC(=O)NC(=O)COC(=O)c1ccc(O)cc1,0.94,-0.26,1,-1.8,i,1.0,i,7,0.21,1126,-12,666,2.0,2.6,2.3,-2%,0.3,1060,0.9
Cc1ccc(S(=O)(=O)/N=C(\N)Nc2nc(C)c3ccc(C)cc3n2)cc1,-0.05,-0.21,-0.33,0.73,i,4.0,i,29,-0.26,1836,-34,621,2.5,1.4,6.0,0%,0.4,1038,1.1
CCn1nc(C)c(Br)c1Nc1ccc(Br)cc1,-0.01,-0.26,-0.28,-0.72,i,0.4,i,38,-0.3,1048,5,680,7.1,0.9,7.7,7%,6.0,1004,1
COC(=O)c1cnc(N2CCCN(S(=O)(=O)c3ccccc3)CC2)nc1C(F)(F)F,0.35,-0.19,-0.035,0.66,i,0.3,i,6,1.1,1467,-24,731,/,/,/,/,-0.4,1133,/
O=C(Nc1ccc(F)cc1)N(Cc1ccco1)Cc1cc2cc3c(cc2[nH]c1=O)OCO3,-0.14,-0.2,-0.12,1.3,/,/,i,45,?,/,2,690,3.3,2.3,7.2,15%,0.5,1060,1.1
Cc1ccc(-c2csc3nc4cc(C(=O)NC5CCC(O)CC5)ccc4c(=O)n23)cc1 (stereo not drawn),-0.076,-0.8,0.062,0.32,i,1.4,i,21,-1.6,1243,9,707,/,/,/,/,0.9,1349,/
CCCCN1CCc2c1nc1ccc(Br)cc1c2N,0.28,0.81,0.17,-2.7,i,1.4,i,19,/,/,-3,716,5.1,5.0,2.7,1%,/,/,1.1
N#CCCN(CCC#N)c1nncs1,-0.17,-0.19,0.22,-0.065,i,0.8,i,16,0.17,1281,-1,738,4.9,2.3,5.7,19%,-7.8,1215,1.1
Cc1ccc(S(=O)(=O)n2cnc3cc([N+](=O)[O-])ccc32)cc1C,-0.44,-0.21,-0.62,0.53,i,1.9,i,33,-0.28,1737,/,/,1.3,1.4,5.7,-7%,-1.1,1443,1
Cc1ccc(S(=O)(=O)/N=S(\C)C(C)C)cc1 (stereo not drawn),-0.39,-0.15,0.42,-0.21,i,0.5,i,45,0.37,1304,-14,701,3.4,3.4,8.2,-10%,-2.5,546,1
COc1ccc(NC(=O)CN2C(=O)C(C)Oc3ccccc32)cc1 (stereo not drawn),0.82,-0.25,0.27,-0.27,i,0.9,i,18,1.2,1564,/,/,3.7,2.7,9.4,-12%,-7.2,878,1.1
Cc1cc(NC(=O)c2ccccc2F)nc2c1c(=O)oc1ccccc12,-0.41,-0.21,-0.084,-0.05,i,0.3,i,26,-0.6,1164,35,748,3.6,1.7,3.9,-10%,-0.7,1077,1.1
O=S(=O)(NC1=NCCCCC1)c1ccccc1Cl,0.0051,-0.23,0.099,0.17,i,0.2,i,36,0.24,1136,-19,748,/,/,/,/,1.1,1276,/
Cc1ccc(N=C2NC(=O)/C(=C/c3cccn3C)S2)c(C)c1,-0.71,-0.27,-0.29,0.65,i,1.0,i,38,-1.2,1400,15,752,/,/,/,/,0.6,1278,/
O=C(O)c1ccc2c(c1)C(=O)N(C(Cc1ccccc1)C(=O)O)C2=O (stereo not drawn),0.75,-0.38,0.12,0.35,i,3.0,i,18,0.2,1103,/,/,2.6,1.5,1.4,0%,-2.7,793,1.1
CN1CCN(c2ccccc2NC(=O)COc2ccc(Br)cc2)CC1,-0.16,0.11,0.25,0.29,i,0.6,i,21,0.94,921,10,768,1.0,1.1,5.1,-1%,/,/,1.2
CCCOc1ccc(CNCCCOCC)cc1OC,-0.076,-0.3,0.084,0.29,i,0.3,i,37,-0.45,1233,5,670,3.7,2.1,1.9,-11%,1.4,1095,1.1
O=C(NC(=S)Nc1cccc(CO)c1)c1ccc(-c2ccccc2)cc1,-0.5,-0.16,0.04,-1.2,i,0.4,i,40,0.14,1254,-6,667,2.8,2.2,6.4,16%,-1.7,964,1
N/C(CSc1ccc(Cl)cc1)=N\S(=O)(=O)c1ccc(Cl)cc1,0.86,-0.15,0.42,-0.46,i,0.3,i,31,-0.73,1335,-3,722,/,/,/,/,5.4,978,/
COc1cccc(CC(=O)Nc2nc3c(s2)C(=O)CC(C)(C)C3)c1,-0.0047,0.33,0.17,-0.18,i,0.9,i,6,-0.1,1194,-2,759,1.7,1.7,2.3,6%,1.2,1093,1.1
C=CCN1C(=O)/C(=c2\sc3nc(=O)c(Cc4ccccc4Cl)nn3c2=O)c2ccccc21,-0.4,-0.24,-0.23,0.03,i,0.6,i,35,0,1432,8,726,/,/,/,/,-3.8,1135,/
O=C1CC(c2ccccc2)=Nc2ccccc2N1,0.053,-0.25,0.16,0.39,i,6.8,i,11,/,/,1,799,2.9,2.0,11,-4%,/,/,1.1
C/C(=C\C(=O)Nc1cc(C)on1)c1ccccc1,-0.42,-0.21,-0.64,0.6,i,6.1,i,15,0.16,1275,-1,735,3.2,1.9,3.4,14%,/,/,1.1
CSc1ccccc1NC(=O)CN(C)CC(=O)Nc1cccc(Br)c1,-0.75,-0.23,-0.39,1.3,i,0.5,i,59,-0.54,1265,2,675,1.8,2.1,2.5,15%,1.6,1047,1.1
Cc1ccc(C)c(NC(NC(=O)c2ccccn2)C(Cl)(Cl)Cl)c1 (stereo not drawn),0.63,-0.3,1.2,-0.38,i,1.0,i,58,-0.45,1466,-11,748,2.4,2.7,7.9,24%,-0.6,1074,1
C=CCn1c(Cc2c(C)[nH]c3ccccc23)nnc1SCC(=O)NCc1ccc(F)cc1,0.22,-0.15,0.092,0.73,i,0.4,i,56,0.11,1060,-38,734,2.6,1.7,5.1,-1%,-0.9,1146,1.1
Cc1nc(C)c(C(=O)C2=C(O)C(=O)N(CCN(C)C)C2c2ccco2)s1 (stereo not drawn),0.5,-0.29,0.83,-0.17,i,0.2,i,26,0.18,1051,34,694,/,/,/,/,0.1,1356,/
